Assay outcomes deposited in PubChem BioAssay by several laboratories.
Autophagy mod – autophagy modulators in MEF cells, primary screen, imaging, high-content, MEF GFP-LC3; 190,000 tested, 0.98% active; MEF GFP-LC3 puncta imaging; test concentration mostly 10 µM; calls only at 10 µM (by protocol);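 active means percentage of spot-positive cells more than 3 SD above its plate mean, without a fluorescence outlier flag or 80% toxicity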;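 further: spot-positive cell cutoff set from DMSO-treated cells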
HIV peptide binding – inhibitors of HIV fusion peptide binding, primary screen, biochemical, uHTS, fluorescence dequenching (AID 1986) | cell-free peptide binding, fluorescence dequenching, 30 min; higher % means a stronger effect | inhibition, % at 20 µM, or IC50 in µM where a hit was titrated | 290,000 tested, 0.3% active; in the data active means inhibition mostly above about 52%, no sharp cut-off; inactive means mostly below about 76%; further: some results filed as inactive read as strong as hits
AID2073 – inhibitors of Mint1-CaV2.2 protein interaction, biochemical, HTRF (AID 2073) | HTRF protein-protein interaction, Mint1-CaV2.2; higher % means a stronger effect | one-dose inhibition, % at 20 µM; IC50 in µM for titrated hits | 290,000 tested, 0.19% active; in the data active means inhibition mostly above about 51%, no sharp cut-off; further: some results filed as inactive read as strong as hits
Dynein transport – inhibitors of GR-EGFP nuclear translocation, primary screen, dynein cargo transport inhibitor project, imaging, high-content, 3617.4 mouse cells; z-score, hits read low; AID 1381, 2008; test concentration mostly 20 µM; stimulated with dexamethasone, 1 µM; hits give low values; 220,000 tested, 0.47% active;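 active means plate z-score of nuclear minus cytoplasmic receptor signal below a set negative limit, without overly bright fluorescence or cell loss, cut at about -3.5 in these data, passing the limit was not always enough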;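 further: z-score of nuclear minus cytoplasmic ring GR-EGFP intensity difference per well; some compounds called inactive have numbers as strong as hits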
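Buffer or medium – tet-free medium with charcoal-stripped serum · Signal – automated 10x imaging of fixed Hoechst-stained cells · Also added – dexamethasone agonist, 1.0 µM final, for 30 min · Incubation – induction 48 h, compound 1 h, agonist 30 min · Read-out – GR-EGFP nuclear translocation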
WT yeast gro inh – growth inhibition of WT strain, primary screen, mitochondrial fusion inhibitor project, WT and mutant strains, chemical genetic; mitochondrial fusion phenotypic screen; inhibition, % at 10 µM; 190,000 tested, 2.1% active; in the data active means inhibition above about 58%; tested in S. cerevisiae
MT stabilizer – microtubule stabilizers in HeLa cells, primary screen, imaging, high-content imaging; HeLa tubulin immunostaining HCS, 24 h; share of cells brighter than vehicle mean+2SD; % tubulin-high responders, % at 10 µM; 200,000 tested, 0.83% active;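 active means plate Z-score above 3 for both tubulin-high and condensed-nucleus cell shares, with cell loss under 80%, at 10 µM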;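 further: anti alpha tubulin signal scored within the nucleus-defined area of each cell; some results filed as inactive read as strong as hits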
Yfh1-depleted yeast – enhancers of respiration in Yfh1-depleted yeast, dose response, Friedreich's ataxia, plus single-dose screen (AID 1465); one-dose fold induction at 50 µM; EC50 in µM for titrated hits; 220,000 tested, 0.074% active; S. cerevisiae Yfh1-off respiration, WST-1 reduction, 72 h; higher fold induction means a stronger effect;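 active means fold induction of absorbance versus untreated yeast above a set limit, then at least 30% activation at any dose in follow-up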;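 further: activators that raise dye reduction in frataxin-depleted yeast; strong numbers were not always called active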
Insulin prom up – insulin promoter activators in MIN6 cells, imaging, high-content screening, mouse beta cells. AID 1625, 2009. 190,000 tested, 0.3% active. z-score at 5 µM. MIN6 insulin promoter-GFP reporter; hits give high values;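 active means z-score above 3 at 5 µM with at least 500 cells counted in the well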
b-catenin transl – modulators of beta-catenin nuclear translocation, primary screen, imaging, HeLa cells, immunofluorescence, high-content. AID 1665, 2009. nuclear translocation activity, % at 5 µM. 190,000 tested, 0.3% active;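 active means nuclear translocation activity above 50% at 5 µM, with a well cell count of 50 or more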;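 further: per-cell ratio of nuclear to cytoplasmic median beta-catenin stain intensity; plate controls were DMSO negative control for no effect and GSK-3 inhibitor IX positive control for full effect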
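assay system = human HeLa cells, endogenous beta-catenin | times = compound treatment 24 h, 37°C, 5% CO2 | detection = Anti-beta-catenin immunofluorescence on PFA-fixed, Triton-permeabilized cells, DAPI nuclei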
WT yeast gro inh mutant strain – further read-out of WT yeast gro inh, marked with its call; inhibition, %; mitochondrial fusion phenotypic screen, mutant strain inhibition
Dynein transport cytoplasmic EGFP – recorded beside Dynein transport, whose call it bears; z-score; measured here: cytoplasmic GR-EGFP intensity; hits give high values
Dynein transport nuclear GR-EGFP – recorded beside Dynein transport, whose call it bears; z-score; measured here: nuclear GR-EGFP intensity;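 lower value marks the stronger effect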
Dynein transport cell count – further read-out of Dynein transport, marked with its call; z-score; measured here: cell count per field
Insulin prom up cell count – further read-out of Insulin prom up, marked with its call; cell count; measured here: cytotoxicity, nuclei count;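 total cells summed across four imaged fields per well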
b-catenin transl cell count 5 µM – also measured in b-catenin transl; calls as there; cell count; measured here: cell count, cytotoxicity flag
MT stabilizer Hoechst-high % – also measured in MT stabilizer; calls as there; % Hoechst-high responders; measured here: nuclear condensation Hoechst responders;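 share of cells brighter than vehicle mean plus two SD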
MT stabilizer cytotoxicity % – also measured in MT stabilizer; calls as there; toxicity, %; measured here: cytotoxicity by cell density;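 0% = mean cell density of plate MIN control wells and 100% = no cells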
Autophagy mod cell loss 18 h – also measured in Autophagy mod; calls as there; toxicity, %; measured here: cell loss, nuclei count;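 cell loss after 18 h compound exposure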
* hit, by the source's call; i = inactive; . = not tested or not shown.

SMILES	Autophagy mod	Autophagy mod cell loss 18 h	HIV peptide binding	AID2073	Dynein transport	Dynein transport cytoplasmic EGFP	Dynein transport nuclear GR-EGFP	Dynein transport cell count	WT yeast gro inh	WT yeast gro inh mutant strain	MT stabilizer	MT stabilizer Hoechst-high %	MT stabilizer cytotoxicity %	Yfh1-depleted yeast	Insulin prom up	Insulin prom up cell count	b-catenin transl	b-catenin transl cell count 5 µM
CN(C)CCNC(=O)Cc1ncc(C(F)(F)F)cc1Cl	i	-11.7	1.3%	-7.2%	-0.161	-0.116	-0.0107	0.628	-6.5	-1.7	5.4	1.8	1.7	i	1.09	1313	-3.0	1050
CNC(=S)Nc1cc(Cl)ccc1Oc1ccccc1	i	-0.9	2.1%	-4.1%	-0.537	-0.293	-0.529	0.989	-5.5	15.4	2.4	3.1	8.6	i	0.49	1334	2.1	565
Cc1cc(C)c(C(=O)CSc2nnc(N)s2)c(C)c1	i	-2.6	-0.5%	11.3%	0.206	-0.304	0.446	0.377	-8.0	9.3	4.6	3.5	4.0	i	0.14	1212	-1.1	1064
O=C(NC1CC2CCC1C2)C1COc2ccccc2O1 (stereo not drawn)	i	-5.5	0.8%	-3.7%	-0.171	-0.226	-0.0477	0.13	-0.2	-41.9	3.6	2.1	4.2	i	-0.23	1320	-0.3	1027
O=C(CN1C(=O)/C(=C\c2ccc(C(F)(F)F)cc2)Sc2ccccc21)NCc1ccco1	i	-2.3	1.7%	-22.4%	0.644	-0.143	-0.136	-0.182	49.0	3.1	3.2	4.6	5.6	i	-0.38	1177	-1.5	500
O=C(O)c1cccc(S(=O)(=O)NCCC(c2ccccc2)c2ccccc2)c1	i	3.5	14.5%	14.9%	0.0717	-0.387	-0.46	0.189	-20.8	0.6	2.4	2.9	7.7	i	0.21	1271	-1.7	1084
CCc1ccccc1NC(=S)N(CCCN1CCOCC1)Cc1ccccn1	i	2.2	2.6%	-7.1%	0.358	-0.242	0.226	0.0619	12.5	10.8	4.2	1.8	6.7	i	0.49	1335	-0.2	926
O=C(CN(Cc1ccco1)C(=O)CNS(=O)(=O)c1ccc(Cl)cc1)NCC1CCCO1 (stereo not drawn)	.	.	0.9%	3.5%	-0.57	-0.204	0.127	-0.0774	.	.	.	.	.	i	0.01	988	-0.4	1233
COC(=O)c1ccc(SC)cn1	i	-4.5	1.5%	4.4%	-0.396	0.595	-0.203	0.544	-14.6	-7.8	2.3	2.8	7.4	i	-0.36	1170	-1.1	525
O=C(CN1CCC(C(=O)c2ccc(Cl)cc2)CC1)Nc1ccc2c(c1)OCCO2	i	24.4	-2.4%	-5.9%	-0.832	-0.289	-0.0391	0.0475	17.5	13.4	7.4	4.1	4.3	i	-0.83	1257	-0.4	1096
O=C(CN1C(=O)c2ccccc2S1(=O)=O)c1ccc2c(c1)OCCO2	.	.	-1.3%	1.7%	1.2	-0.21	0.544	-0.481	.	.	.	.	.	i	0.12	953	-0.2	1349
Cc1ccccc1CN1C(=O)c2ccccc2Sc2ccc(C(=O)O)cc21	i	3.5	4.2%	4.2%	0.256	-0.339	0.166	0.303	-12.8	19.5	3.3	2.6	5.8	i	0.2	1227	-1.3	1103
COc1cccc(-c2ccc(SCC(=O)N3CCOCC3)nn2)c1	i	-35.2	2.4%	15.1%	0.454	-0.226	0.161	0.265	8.9	5.8	2.5	1.7	3.9	i	-0.11	1266	-0.1	1112
O=C(CSc1ncc(C(F)(F)F)cc1Cl)NCC1CCCO1 (stereo not drawn)	.	.	0.4%	37.5%	0.322	-0.714	0.0679	-0.265	.	.	.	.	.	i	-0.02	1062	3.6	1243
CC(=O)Nc1ccc(S(=O)(=O)Oc2cccc(N3C(=O)C4CCCCC4C3=O)c2)cc1 (stereo not drawn)	i	17.8	0.5%	-3.5%	0.105	-0.175	0.00121	-0.512	-2.6	13.8	1.8	1.0	4.3	i	1.58	1430	1.6	1352
O=C(OCn1nnc2ccccc2c1=O)C12CC3CC(CC(O)(C3)C1)C2	i	-8.5	-1.2%	-19.0%	-0.899	-0.0613	-0.493	-0.677	-24.3	9.9	1.6	2.6	6.0	i	0.46	1176	-1.5	1083
O=C(O)[C@H]1CCCC[C@H]1C(=O)Nc1ccc(Nc2ccccc2)cc1	i	1.5	-4.4%	-4.8%	0.636	-0.243	0.6	-0.823	-0.8	2.1	1.6	1.6	7.8	i	.	.	-0.9	1179
Cc1cccc(-n2nnc3cnn(C)c3c2=O)c1	i	-1.9	-2.4%	7.6%	1.22	-0.23	-0.0288	-1.28	-1.4	-1.3	3.5	1.5	6.9	i	-0.31	1358	-0.1	1213
O=C(COC(=O)c1cccc(NC(=O)c2ccco2)c1)c1ccc(Br)cc1	i	-13.3	2.6%	2.1%	-0.461	-0.185	-0.0538	-0.634	32.2	25.4	4.0	1.6	6.6	i	0.65	1303	-2.8	838
O=C(O)CC/C(=N/NC(=O)CNC(=O)Cc1ccc(Cl)cc1)c1ccccc1	.	.	0.2%	3.5%	0.134	-0.266	0.442	0.802	.	.	.	.	.	i	0.16	1071	0.1	1298
CCOC(=O)c1cccc(NC(=O)CCn2cccc2)c1	i	14.5	-1.0%	-5.8%	1.47	0.0965	1.74	-2.63	-16.2	-41.3	8.6	2.6	10.9	i	-0.13	1516	-3.0	993
COC(=O)COc1ccc(/C=N/NC(=O)c2ccc(N(Cc3ccccc3)S(C)(=O)=O)cc2)cc1	i	-0.9	-1.3%	-14.3%	-0.00214	-0.276	0.221	0.818	-8.1	3.1	2.6	2.0	6.2	i	-0.15	1594	0.6	1000
CCN(CC)C(=O)c1cccc2c1C(=O)c1ccccc1-2	i	1.3	0.2%	14.9%	-0.94	-0.293	-0.367	1.03	-20.9	-5.1	2.3	3.0	12.6	i	.	.	1.0	985
CC(=O)NC1CCCN(O)C(=O)/C=C(\C)CCOC(=O)C(NC(C)=O)CCCN(O)C(=O)/C=C(\C)CCOC(=O)C(NC(C)=O)CCCN(O)C(=O)/C=C(\C)CCOC1=O (stereo not drawn)	i	-11.2	6.9%	33.9%	-0.155	-0.268	0.049	0.317	11.4	-10.9	3.6	1.1	10.9	i	0.4	1435	-2.4	1157
CCCOc1cccc(/C=N/NC(=O)c2csc(C)c2C)c1	i	29.8	0.2%	-2.8%	1.3	-0.262	0.897	-0.643	2.6	3.2	2.1	1.8	12.7	i	.	.	.	.
COc1ccc(-c2cc(C(F)(F)F)c(C#N)c(SCC(=O)Nc3ccc(C)cc3)n2)cc1	i	27.4	0.9%	17.7%	0.541	-0.232	0.742	-0.365	-1.3	-10.5	2.0	1.9	8.9	i	1.35	749	-1.5	1047
Cc1ccccc1NC(=O)c1ccccn1	.	.	-2.1%	-2.2%	0.344	-0.264	-0.15	-1	.	.	.	.	.	i	-0.11	1374	-1.6	1240
CCN(c1ccccc1)C1(O)C(=O)c2ccccc2C1=O	i	19.4	-0.9%	-0.2%	0.103	-0.144	0.192	-0.372	-4.0	0.0	3.5	1.6	8.7	i	0.24	1173	-1.7	1059
COc1c(N2CCN(C(=S)Nc3ccc(F)cc3)C(C)C2)c(F)cc2c(=O)c(C(=O)O)cn(C3CC3)c12 (stereo not drawn)	i	-6.6	1.5%	-10.6%	-0.821	-0.102	-0.311	0.425	15.6	1.9	1.8	2.2	4.6	i	0.22	1572	-0.8	1382
Nc1nnnn1CC(=O)N/N=C/C=C/c1ccccc1	.	.	0.9%	5.8%	0.487	-0.2	0.775	-0.239	.	.	.	.	.	.	-0.26	1041	-1.5	1291
C=CCOc1ccc(-c2nc3c(c(=O)[nH]c(=O)n3CCCC)n2C)cc1OC	i	3.7	1.0%	20.9%	0.234	-0.303	0.614	0.129	-8.8	0.1	3.8	3.6	7.3	i	-1.4	1366	-0.3	1068
COc1cc2c(cc1NC(=O)c1ccccc1F)CCCC2	i	-1.2	0.8%	1.7%	0.0826	-0.0147	-0.304	0.0792	36.6	14.7	3.1	3.4	9.4	i	-0.42	1374	0.3	1008
Cc1nn(-c2nc3ccccc3[nH]2)c(N)c1-c1ccccc1	i	-10.5	0.2%	9.0%	-0.67	-0.23	-0.11	0.985	72.3*	66.8*	4.3	1.2	1.5	i	0.15	1040	-0.5	1108
CCOc1ccc(CC(=O)Nc2sc(Cc3ccccc3)c(C)c2C(N)=O)cc1OCC	i	3.2	6.5%	-10.3%	0.52	-0.164	-0.0231	-0.484	10.1	3.7	1.8	1.5	4.6	i	0.59	1643	1.8	1329
CCN(CCO)Cc1csc2ccc(Br)cc12	i	-2.0	-0.3%	8.6%	1.22	-0.251	1.23	0.426	-19.4	-0.1	2.5	1.5	5.8	i	-0.63	810	-2.7	1113
Cc1ccc(S(=O)(=O)N2CCN(C(=O)c3n[nH]c(=O)c4ccccc34)CC2)cc1	i	20.4	-0.8%	38.8%	0.586	-0.358	0.559	0.317	-0.5	17.1	3.3	3.4	8.9	i	-0.96	1213	-2.5	1087
